Apaf-1 inh – inhibitors of human Apaf-1 apoptosome, primary screen, biochemical, DEVD-Rh110 fluorescence, uHTS. Apoptotic protease-activating factor 1 (Homo sapiens), O14727. reconstituted apoptosome caspase-3 activity. inhibition, % at 20 µM. actives 0.71% (n = 330,000). AID 489030, 2010; active = inhibition of at least 40% at 20 µM;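 note: plate controls were DMSO wells for no effect and DEVD-CHO caspase inhibitor wells for full effect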
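Material: reconstituted apoptosome with Apaf-1, cytochrome c, caspase-9, procaspase-3, dATP; medium: pH 7.5 Hepes buffer with CHAPS, BSA, DTT; also added: cytochrome c and DEVD-Rh110 substrate; timing: 30 min plus 50 min, RT; signal: Rh110 fluorescence intensity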
HKDC1 inh – HKDC1 hexokinase inhibitors, primary screen, biochemical, fluorescence, uHTS. AID 493160, 2011. Q2TB90. actives 0.16% (n = 340,000). recombinant HKDC1, G6PDH/diaphorase resazurin coupled fluorescence. inhibition, % at 20 µM;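 active = inhibition above about 35% when tested at 20 µM, limit read from the data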;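 note: plate controls were DMSO wells with enzyme for no effect and DMSO wells lacking enzyme for full effect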
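Test system: recombinant HKDC1 (HK5) hexokinase enzyme, produced in-house; Amount: enzyme 5 µg/mL final; Buffer or medium: Tris pH 8.0 buffer with MgCl2, Tween-20, BSA, BME; Reagent: glucose and ATP substrates; Doses: 20 µM test compound, 1% DMSO; Incubation: 90 min reaction incubation at room temperature, dark; Detection: resorufin fluorescence at 613 nm.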
SENP6 inh – SENP6 protease inhibitors, primary screen, biochemical, luminescence, uHTS. Sentrin-specific protease 6 (Homo sapiens), Q9GZR1. Recombinant SENP6 catalytic domain, aminoluciferin luminescence. inhibition, % at 10 µM. actives 1.8% (n = 330,000). AID 2599, 2010;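 active = inhibition above about 50% at the single tested dose, limit read from the data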;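 note: plate controls were DMSO wells with enzyme for no effect and DMSO wells lacking enzyme for full effect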
Target sequence (Q9GZR1 628-1112 limits assumed): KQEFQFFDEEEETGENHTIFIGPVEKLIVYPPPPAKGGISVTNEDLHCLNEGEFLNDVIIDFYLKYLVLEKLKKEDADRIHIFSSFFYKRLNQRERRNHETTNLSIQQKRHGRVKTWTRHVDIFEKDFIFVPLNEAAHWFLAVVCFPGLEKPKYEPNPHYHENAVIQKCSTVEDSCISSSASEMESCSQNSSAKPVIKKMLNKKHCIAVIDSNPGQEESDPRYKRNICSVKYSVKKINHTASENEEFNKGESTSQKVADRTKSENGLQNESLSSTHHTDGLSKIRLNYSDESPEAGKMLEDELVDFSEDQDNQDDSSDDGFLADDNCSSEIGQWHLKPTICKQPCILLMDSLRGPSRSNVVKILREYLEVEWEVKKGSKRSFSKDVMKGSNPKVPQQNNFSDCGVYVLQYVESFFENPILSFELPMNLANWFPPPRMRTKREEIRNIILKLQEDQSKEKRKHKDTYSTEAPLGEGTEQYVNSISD
SENP7 inh – SENP7 protease inhibitors, primary screen, biochemical, luminescence, uHTS; Sentrin-specific protease 7 (Homo sapiens), Q9BQF6; recombinant SENP7, Z-RLRGG-aminoluciferin luminescence, 40 min; inhibition, % at 5 µM; actives 1.5% (n = 330,000); AID 434973, 2010;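 active = inhibition above about 50% at the single test dose, limit read from the data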;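 note: plate controls were DMSO with enzyme for no effect and no enzyme buffer wells for full effect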
PfG6PD inh – PfG6PD enzyme inhibitors, primary screen, biochemical, fluorescence intensity, uHTS | PfGluPho enzyme, NADPH resazurin-diaphorase fluorescence | glucose-6-phosphate dehydrogenase-6-phosphogluconolactonase (Plasmodium falciparum 3D7) | actives 0.78% (n = 350,000) | inhibition, % at 20 µM;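 active = inhibition reaching at least a set limit at 20 µM in the primary screen, cut at about 59% in these data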;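 note: 0% = DMSO wells with substrate and 100% = DMSO wells lacking glucose-6-phosphate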
SENP8 block-1 – human SENP8 protease inhibitors, primary screen, biochemical, fluorescence, Nedd8 protein substrate, uHTS | actives 0.64% (n = 360,000) | AID 602440, 2012 | recombinant SENP8 | Sentrin-specific protease 8 (Homo sapiens), Q96LD8 | inhibition, % at 20 µM; in the data active = inhibition mostly above about 40%, no sharp cut-off; inactive = mostly below about 27%
Target sequence (Q96LD8 whole entry, looked up): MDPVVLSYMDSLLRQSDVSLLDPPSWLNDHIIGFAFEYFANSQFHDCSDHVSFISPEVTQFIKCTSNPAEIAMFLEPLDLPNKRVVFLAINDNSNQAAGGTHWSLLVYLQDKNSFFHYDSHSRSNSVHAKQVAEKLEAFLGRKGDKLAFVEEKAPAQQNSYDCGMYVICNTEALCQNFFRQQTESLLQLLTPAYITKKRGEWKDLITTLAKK
SENP1 inh – human SENP1 catalytic domain inhibitors, primary screen, biochemical, FRET, uHTS; Sentrin-specific protease 1 (Homo sapiens), Q9P0U3; recombinant SENP1 catalytic domain, CyPet-SUMO1-YPet FRET cleavage; inhibition, % at 10 µM; actives 0.21% (n = 360,000); AID 624204, 2012;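 active = inhibition at least 30% at 10 µM, raw YFP signal under a set limit, fluorescence ratio 0.5 to 1.5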;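 note: 0% = enzyme with DMSO and 100% = no enzyme wells; some results filed as inactive read as strong as hits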
Target sequence (Q9P0U3 419-644 limits assumed): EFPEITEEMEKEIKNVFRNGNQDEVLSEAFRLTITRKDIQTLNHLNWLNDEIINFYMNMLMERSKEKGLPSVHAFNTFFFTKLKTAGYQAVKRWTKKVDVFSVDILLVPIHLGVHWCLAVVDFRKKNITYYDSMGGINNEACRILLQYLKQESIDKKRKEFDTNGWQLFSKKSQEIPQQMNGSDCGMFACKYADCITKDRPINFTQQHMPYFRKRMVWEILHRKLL
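Material – human SENP1 catalytic domain · Input – SENP1 enzyme, 20 pM final · Compound dosing – single concentration of 10 µM compound, 0.5% DMSO final · Timing – enzyme reaction for 50 min at room temperature, dark · Measured by – FRET fluorescence in CFP and YFP emission channels · Control set – no-enzyme wells low, DMSO-plus-enzyme wells high control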
SENP8 block-2 – SENP8 protease inhibitors, primary screen, biochemical, luminescence | inhibition, % at 10 µM | AID 2540, 2010 | actives 1.2% (n = 330,000) | purified SENP8, Z-RLRGG-aminoluciferin cleavage; in the data active = inhibition above about 50%
The depositor's hits bear a star; . = no result given; & = joins results of further samples. This is a subset. The share of hits here may be higher or lower than overall.

SMILES | Apaf-1 inh | HKDC1 inh | SENP6 inh | SENP7 inh | PfG6PD inh | SENP8 block-1 | SENP1 inh | SENP8 block-2
O=C(CCNS(=O)(=O)c1ccccc1)Nc1ccc(Cl)cc1C(=O)c1ccccc1 | 8 | -4 | 2 | 1 | 23 | 0 | 0 | -5
Nc1ncc2[nH]cnc2n1 | -6 | -6&-5 | -4 | 4 | 2&5 | -44&-43 | 2&-1 | 2
Clc1cccc(CNCCc2ccc3c(c2)OCO3)c1 | 2 | -1 | -7 | 13 | 6 | 16 | 1 | -3
O=C1NC(=O)C(=Cc2cc([N+](=O)[O-])ccc2N2CCCCC2)C(=O)N1 | -4 | -3 | -7 | 2 | -9 | 32 | 1 | -1
COC(=O)C1=C(c2c(C)noc2C)C[C@@H]2CC[C@H]1N2C(=O)NCCO | -4 | -6 | -12 | -1 | 14 | 19 | 3 | 13
C=CCn1c(O)c(C(C)=NCC2CCCO2)c(=O)[nH]c1=O (stereo unspecified) | -26 | -5 | -8 | 6 | 4 | 13 | -2 | -2
COC(=O)C1=C(c2ccc(-c3ccccc3)c(F)c2)C[C@@H]2CC[C@H]1N2C(=O)NCc1ccco1 | 24 | 0 | -12 | -6 | 9 | 16 | 1 | -3
COC(=O)C1=C(c2ccc(C(C)=O)cc2)C[C@@H]2CC[C@H]1N2C(=O)NC1Cc2ccccc2C1 | 3 | -3 | 3 | 2 | -3 | 16 | 0 | 5
CCc1nnc(NS(=O)(=O)c2ccc(N=Cc3c(O)n(-c4ccc(Cl)cc4)c(=O)[nH]c3=O)cc2)s1 | 10 | 5 | 1 | 0 | 0 | 5 | 4 | 1
Cn1c(O)c(C(=NCCc2c[nH]c3ccccc23)c2ccccc2)c(=O)n(C)c1=O | 9 | 6 | 10 | -11 | -5 | -3 | 2 | -1
Cn1c(O)c(N=Nc2cccc(S(=O)(=O)N3CCOCC3)c2)c(=O)n(C)c1=O | -2 | -20 | -9 | 3 | -2 | 10 | -1 | 4
Cc1cc(=O)oc2cc(OCC(=O)N3CCN(Cc4ccc5c(c4)OCO5)CC3)ccc12 | 12 | 0 | -4 | -13 | -16 | -145 | 0 | -4
C=C1C2[C@H](OC(C)=O)[C@@H]3CC(=O)[C@]4(C)OC[C@@]3(C)[C@@]4(O)[C@@H](OC(C)=O)[C@H](OC(C)=O)[C@@]2(COC(=O)c2ccccc2)[C@@H](OC(C)=O)C[C@@H]1O (stereo partly specified) | 0 | -3 | 0 | 1 | 6 | 12 | 2 | -6
Cc1ccc2c(c1)C1CN(C)CCC1N2C(=O)c1cn(-c2ccccc2)nc1-c1ccccc1 (stereo unspecified) | 11 | -4 | 2 | -7 | 4 | 0 | 2 | -7
COc1ccc(C(C)=O)cc1CC(C(=O)c1ccc(Br)cc1)N(C)C (stereo unspecified) | 2 | 8 | -28 | 1 | 3 | 8 | -3 | 0
CCOc1ccc(N=C2SCCCN2C)cc1 | -3 | -8 | -23 | -9 | 13 | 12 | 3 | -5
O=P(O)(O)CN1CCNCCN(CP(=O)(O)O)CCNCC1 | . | -22 | . | . | 4 | 5 | 1 | .
CCOC(=O)c1sc(N=Nc2c(O)[nH]c(=O)[nH]c2=O)c(C(=O)OCC)c1C | -2 | . | -13 | -13 | . | . | . | 2
O=C(COc1ccc(Cl)cc1Cl)N1CCN(C/C=C/c2ccccc2)CC1 | 10 | 2 | -3 | -3 | -3 | 5 | -1 | -13
CCOC(C(=O)OCCC[N+](C)(CC)CC)(c1ccccc1)c1ccccc1 | -18 | -4 | -8 | 4 | -20 | 13 | 2 | 3
CC(C)N1CCC2(CC1)NC(CO)(CO)CO2 | 5 | -2 | -7 | 6 | -6 | 21 | -7 | -2
CC1(C)C(=O)CC[C@@]2(C)C1=CCC1C2CC[C@]2(C)C(=O)CCC12 (stereo partly specified) | 8 | 8 | -15 | -10 | -8 | 13 | 3 | -17
COc1ccc(CCn2c(O)c(C=NC3CC3)c(=O)[nH]c2=O)cc1OC | 2 | -2 | -3 | 1 | -3 | 21 | 0 | -5
O=C1NC(=O)N(c2ccccc2)C(=O)/C1=C/c1ccoc1 | 4 | 2 | -5 | 1 | 8 | -279 | 13 | 0
Cc1ccc(-n2c(CNCc3ccc(F)cc3)nc3ccccc3c2=O)cc1 | -4 | 2 | 2 | 5 | 8 | 18 | 1 | 7

13 of the compounds above, as tab-separated lines:
SMILES	Apaf-1 inh	HKDC1 inh	SENP6 inh	SENP7 inh	PfG6PD inh	SENP8 block-1	SENP1 inh	SENP8 block-2
C=C1C2[C@H](OC(C)=O)[C@@H]3CC(=O)[C@]4(C)OC[C@@]3(C)[C@@]4(O)[C@@H](OC(C)=O)[C@H](OC(C)=O)[C@@]2(COC(=O)c2ccccc2)[C@@H](OC(C)=O)C[C@@H]1O (stereo partly specified)	0	-3	0	1	6	12	2	-6
Cc1ccc2c(c1)C1CN(C)CCC1N2C(=O)c1cn(-c2ccccc2)nc1-c1ccccc1 (stereo unspecified)	11	-4	2	-7	4	0	2	-7
COc1ccc(C(C)=O)cc1CC(C(=O)c1ccc(Br)cc1)N(C)C (stereo unspecified)	2	8	-28	1	3	8	-3	0
CCOc1ccc(N=C2SCCCN2C)cc1	-3	-8	-23	-9	13	12	3	-5
O=P(O)(O)CN1CCNCCN(CP(=O)(O)O)CCNCC1	.	-22	.	.	4	5	1	.
CCOC(=O)c1sc(N=Nc2c(O)[nH]c(=O)[nH]c2=O)c(C(=O)OCC)c1C	-2	.	-13	-13	.	.	.	2
O=C(COc1ccc(Cl)cc1Cl)N1CCN(C/C=C/c2ccccc2)CC1	10	2	-3	-3	-3	5	-1	-13
CCOC(C(=O)OCCC[N+](C)(CC)CC)(c1ccccc1)c1ccccc1	-18	-4	-8	4	-20	13	2	3
CC(C)N1CCC2(CC1)NC(CO)(CO)CO2	5	-2	-7	6	-6	21	-7	-2
CC1(C)C(=O)CC[C@@]2(C)C1=CCC1C2CC[C@]2(C)C(=O)CCC12 (stereo partly specified)	8	8	-15	-10	-8	13	3	-17
COc1ccc(CCn2c(O)c(C=NC3CC3)c(=O)[nH]c2=O)cc1OC	2	-2	-3	1	-3	21	0	-5
O=C1NC(=O)N(c2ccccc2)C(=O)/C1=C/c1ccoc1	4	2	-5	1	8	-279	13	0
Cc1ccc(-n2c(CNCc3ccc(F)cc3)nc3ccccc3c2=O)cc1	-4	2	2	5	8	18	1	7

Continued.
SMILES | Apaf-1 inh | HKDC1 inh | SENP6 inh | SENP7 inh | PfG6PD inh | SENP8 block-1 | SENP1 inh | SENP8 block-2
S=C(NCCc1ccccc1)NCCc1cnc[nH]1 | 2 | -4 | 11 | 6 | 1 | -5 | 0 | -2
Cc1ccc2c(c1)N(C(C)C(=O)N1CCC3(CC1)OCCO3)C(=O)CO2 (stereo unspecified) | 0 | -4 | -3 | 6 | 13 | 3 | 0 | 7
COc1cc(OC)cc(-n2nc(C(=O)N3CCC4(CC3)OCCO4)c3ccccc3c2=O)c1 | -2 | -5 | 5 | -3 | -7 | 3 | 0 | 3
CN(C)C(=O)Oc1cccc(OCc2n(C)c3ccccc3[n+]2C)c1 | -21 | -10 | -3 | -3 | -10 | 10 | -1 | 0
O=C1CC(N2CC=C(c3ccccc3)CC2)C(=O)N1c1ccc(F)cc1 (stereo unspecified) | -9 | -1 | 8 | 1 | 6 | -36 | -5 | 9
c1ccc(C(CN2CCCCC2)c2ccccc2)cc1 | . | -4 | . | . | -1 | 12 | 1 | .
O=c1cc(CN2CC=C(c3ccccc3)CC2)c2c(ccc3ccccc32)o1 | 19 | 6 | -15 | 10 | 9 | -327 | -72 | -2
Clc1ccc(-c2nc3ccc(Cl)cn3c2CN2CCOCC2)cc1 | 11 | -5 | 5 | 5 | 60* | -147 | -1 | -2
Cc1cc(/C=C2\C(=O)NC(=O)N(Cc3ccco3)C2=O)c(C)n1-c1ccc(O)cc1 | 4 | 17 | 4 | -2 | -17 | 22 | -27 | -5
Cc1nc2ccccn2c1P(=S)(N1CCCCC1)N1CCCCC1 | 9 | 1 | -10 | -8 | 7 | 17 | 2 | -7
C/C=C1/C[C@@H](C)[C@](O)(CO)C(=O)OCC2=CCN3CC[C@@H](OC1=O)[C@@H]23 | -6 | -9 | -2 | 4 | 18 | 20 | 1 | 10
CCCN1CCc2cc(O)cc3c2[C@H]1Cc1ccc(O)c(O)c1-3 | 45* | 8 | -14 | 0 | 86* | -87 | -14 | 2
O=P(C(Cl)Cl)(N1CCOCC1)N1CCOCC1 | 5 | -6 | 2 | -8 | 1 | 10 | 1 | -5
CCOC(=O)C1(CCOc2ccccc2)CCN(Cc2ccccc2OC)CC1 | -4 | -5 | 5 | 9 | -3 | 27 | 0 | -11
CCCc1cc(=O)oc2cc(OCC(=O)N3CCC(C(=O)O)(c4ccccc4)CC3)ccc12 | 0 | -5 | -5 | 4 | 10 | -176 | 4 | -1
Cc1cc2c(cc1C)NP(=S)(c1ccccc1)N2 | . | -3 | . | . | 24 | -10 | 0 | .
CS(=O)(=O)c1ccc(C(=O)N2CCC(C(=O)O)(c3ccccc3)CC2)cc1 | -12 | 2 | -11 | 3 | 2 | 17 | 0 | -3
COc1ccc(CN2Cc3cnnn3-c3ccccc3C2c2ccccc2)cc1 (stereo unspecified) | . | 3 | . | . | -3 | 14 | 1 | .
O=C1NC(=O)C(=Cc2ccc(N3CCOCC3)cc2)C(=O)N1 | -16 | -2 | 5 | 3 | -5 | 0 | 1 | 8
O=P(O)(O)COc1ccccc1O | -11 | -8 | 1 | 2 | 7 | 10 | 1 | 13
CC(C)C12CN3CC(C(C)C)(CN(C1)C3c1cccnc1)C2=O (stereo unspecified) | 2 | -6 | -3 | 6 | -11 | 27 | 2 | 2
O=C(Cc1ccccc1)OCC(=O)c1ccc(F)cc1 | 0 | -5 | 1 | 8 | 11 | 4 | 3 | -8
c1ccc(CCN2CCCCC2)nc1 | . | -5 | . | . | 2 | 8 | -2 | .
COC(=O)C1=C(c2ccc(F)cc2OCc2ccccc2)C[C@@H]2CC[C@H]1N2C(=O)NCc1ccccc1Br | 18 | 1 | 8 | 3 | 7 | 17 | 2 | 1
CCOC(=O)[C@@H]1[C@H]2COc3ccc(Br)cc3[C@@H]2N2C(=O)N(c3cccc(C)c3)C(=O)[C@]12C | 15 | 1 | -2 | -15 | 10 | 19 | 1 | 1

Bioassay records as filed in PubChem.
